# Screening data as filed in PubChem.
# core dimer inh – HCV core protein dimerization inhibition | 300,000 tested, 0.33% active | AID 1899 | TR-FRET GST/Flag-core106 dimerization, 1536-well | inhibition, % at 5 µM;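 active = inhibition above the mean of all tested compounds plus 3 SD, set per screening campaign, cut at about 45% in these data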
#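 Test system: GST/Flag-tagged HCV core106 proteins; Medium: KF-containing HEPES buffer, pH 7.45, DTT, CHAPS, BSA; Times: compound-protein-antibody incubation 4 h at 22.5 °C; Detection: TR-FRET 671 and 617 nm emission; Benchmarks: wells lacking GST-core106 and wells with excess unlabelled core106.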
# PP1 inh – blocks human PP1-alpha phosphatase, a PP5 counter-screen | P62136 | purified PP1alpha, OMFP fluorescence | inhibition, % at 6.7 µM | 320,000 tested, 0.9% active | AID 2235;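 active = inhibition above the mean inhibition of all tested compounds plus 3 SD, computed separately for each screening campaign, cut at about 15% in these data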
# Target sequence (P62136 whole entry, looked up): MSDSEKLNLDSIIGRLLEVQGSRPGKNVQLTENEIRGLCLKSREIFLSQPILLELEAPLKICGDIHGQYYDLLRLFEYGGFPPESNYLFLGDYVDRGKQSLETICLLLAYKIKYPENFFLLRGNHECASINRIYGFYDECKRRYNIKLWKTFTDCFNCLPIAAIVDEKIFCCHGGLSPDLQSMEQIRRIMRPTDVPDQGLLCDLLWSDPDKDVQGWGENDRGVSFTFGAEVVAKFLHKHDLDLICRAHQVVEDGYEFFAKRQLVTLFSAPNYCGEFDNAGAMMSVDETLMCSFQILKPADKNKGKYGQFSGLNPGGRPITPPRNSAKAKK
# EBNA-1 inh – blocks EBNA-1 binding to DNA. EBNA-1 DNA binding, fluorescence polarization. inhibition, % at 14.8 µM. 300,000 tested, 0.34% active. AID 1950; in the data active = inhibition above about 28%
# TPT1 inh – blocks Candida albicans tRNA 2'-phosphotransferase; inhibition, % at 5 µM; AID 1962; 300,000 tested, 0.81% active; recombinant caTPT1, FP RNA substrate dephosphorylation;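 active = inhibition above the mean of all tested compounds plus 3 SD, set per screening campaign, cut at about 24% in these data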;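 note: plate controls were DMSO alone for no effect and ferristatin control at 100 nM for full effect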
# ZTA DNA inh – ZTA (EBV) inhibition in EBNA-1 counter-screen. P03206. 320,000 tested, 0.15% active. ZTA-DNA binding, fluorescence polarization. AID 2234. inhibition, % at 11 µM; in the data active = inhibition above about 33%
# Target sequence (P03206 whole entry, looked up): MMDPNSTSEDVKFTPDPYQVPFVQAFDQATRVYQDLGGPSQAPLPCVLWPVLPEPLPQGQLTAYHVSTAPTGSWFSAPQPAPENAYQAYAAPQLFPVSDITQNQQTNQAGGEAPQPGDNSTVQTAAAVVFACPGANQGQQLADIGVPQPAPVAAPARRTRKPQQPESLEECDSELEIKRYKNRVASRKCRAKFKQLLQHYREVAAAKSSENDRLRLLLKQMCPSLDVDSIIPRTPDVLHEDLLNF
# PP5 inh – inhibitors of human protein phosphatase 5 (PP5); P53041; purified PP5c, OMFP substrate fluorescence; 320,000 tested, 0.18% active; inhibition, % at 6.7 µM;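 active = inhibition above the campaign's mean inhibition across all tested compounds plus 3 SD, cut at about 9.5% in these data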;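 note: 0% = DMSO only and 100% = 100 µM cantharidin control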
# JMJD2C inh – blocks human GASC-1 demethylase activity. Q9H3R0. GST-JMJD2C(1-420) H3K9me3 demethylation, DELFIA europium. inhibition, % at 2.35 µM. 330,000 tested, 0.069% active;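 active = more than half of a compound's replicate wells show inhibition beyond 50%, single wells judged on their own value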;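 note: signal counts dimethyl H3K9 product captured on neutravidin plate; 0% = median of DMSO wells and 100% = 0.3 times that DMSO median; strong numbers were not always called active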
# Target sequence (Q9H3R0 1-420 limits assumed): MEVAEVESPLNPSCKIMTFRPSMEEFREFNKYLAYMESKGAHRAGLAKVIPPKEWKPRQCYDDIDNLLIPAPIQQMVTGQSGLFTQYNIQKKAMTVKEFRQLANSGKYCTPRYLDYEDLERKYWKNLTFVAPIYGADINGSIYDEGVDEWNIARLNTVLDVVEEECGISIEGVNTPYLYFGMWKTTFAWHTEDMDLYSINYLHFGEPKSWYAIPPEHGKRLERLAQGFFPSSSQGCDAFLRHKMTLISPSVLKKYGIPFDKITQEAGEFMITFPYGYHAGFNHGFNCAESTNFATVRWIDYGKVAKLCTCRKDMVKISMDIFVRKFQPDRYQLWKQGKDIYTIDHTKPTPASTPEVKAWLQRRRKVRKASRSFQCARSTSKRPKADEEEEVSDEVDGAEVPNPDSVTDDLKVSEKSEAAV
# CR mimetic SO – yeast age-related superoxide inhibition as caloric restriction mimetic; S. cerevisiae aged cells, superoxide DHE fluorescence; hits give low values; superoxide response (% of plate mean), % at 10 µM; 330,000 tested, 0.18% active;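 active = superoxide response under a set limit, about three screen SD below normal, cut at about 65% in these data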;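 note: yeast aged for seven days with compound at 30 °C before DHE staining; 100% = average MFI of all compound-treated wells on the plate with controls excluded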
# Fh CTSL1 inh – blocks F. hepatica cathepsin L1 in PFM18AAP counter-screen | recombinant F. hepatica cathepsin L1, Z-Leu-Arg-MCA fluorescence | inhibition, % at 5.96 µM | 300,000 tested, 0.49% active | AID 1906;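 active = inhibition above the mean of all tested compounds plus 3 SD, set per screening campaign, cut at about 17% in these data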;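 note: 0% = plate median of test compound wells and 100% = 1 µM Z-Phe-Ala-diazomethylketone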
# * = called active by the depositor; i = inactive; nt = no result given.
SMILES,core dimer inh,PP1 inh,EBNA-1 inh,TPT1 inh,ZTA DNA inh,PP5 inh,JMJD2C inh,CR mimetic SO,Fh CTSL1 inh
N/C(CN1CCCCC1)=N\S(=O)(=O)c1cc(Cl)cc(Cl)c1,0,-4,-4,-3,-13,1.7,-2,105,7
C=CCNc1nc(Nc2ccc(Cl)cc2)nc(OC)n1,1,2,11,4,-3,0.7,0,104,-5
COc1cc(/C=C/C(=O)O)ccc1S(=O)(=O)N1CCCc2ccccc21,0,2,2,3,-8,4.1,1,110,-2
CCOCCCNC(=O)C1(O)c2cc(Br)ccc2NC(=O)N1c1ccc(OCC)cc1 (configuration not stated),-6,0,-2,-2,-11,0.9,1,92,-3
CCCc1cc(=O)oc2cc(OC(C)C(=O)NCCCn3ccnc3)ccc12 (configuration not stated),6,-5,18,-5,12,-1.9,7,117,-1
Nc1cc(N)nc(SCCOc2ccccc2F)n1,3,1,-3,2,10,1.2,-6,96,2
O=S(=O)(c1ccc(Oc2ccc3oc4ccccc4c3c2)nc1)N1CCCC1,2,-2,2,-2,-4,-1.5,-5,93,2
Cc1cccc(OCCSc2ncnc3nc[nH]c23)c1,-1,-3,2,1,-13,-0.7,-15,104,0
O=C(CSc1nccc(=O)[nH]1)N1CCN(c2ccccc2)CC1,-6,0,-3,-3,-8,1.9,10,99,1
CCCN1CCN(CCCNC(=O)c2ccc3nc(N4CCC(C)CC4)sc3c2)CC1,-3,2,-1,-1,-6,0.5,-20,117,0
Cn1c(=O)[nH]c(=O)c2c1nc(Sc1nc3ccccc3s1)n2Cc1ccccc1,9,4,1,-2,7,1.2,3,104,1
S=C(NCC1CCCO1)NC1CCCCC1 (configuration not stated),3,-1,-4,0,4,-2.1,2,91,-1
CCOC(=O)C1=C(COC(=O)CCc2ccc(CC)cc2)NC(=O)NC1C (configuration not stated),nt,-4,nt,nt,10,3.1,nt,106,nt
CNCCCNC(=O)c1ccc(/C=N/O)nc1,3,-3,3,-4,7,2.2,10,95,0
Cc1cc(/C=C(\C#N)C(=O)Nc2ccccc2)c(C)n1-c1ccc2c(c1)OCO2,16,0,-2,3,-17,3.8,3,97,1
C/C(=N\NC(=O)Cn1nc(C)c([N+](=O)[O-])c1C)c1ccc(Cl)s1,0,-5,5,-1,-3,1.2,1,95,-2
O=C(/C=N/O)NCC1CCNCC1,2,-1,-2,2,0,0.6,1,117,-3
CCOC(=O)N1CCC(NC(=O)c2csc3c2CCCC3)CC1,0,-1,-6,-1,6,4.3,9,108,-3
O=C(O)c1c2c(nc3ccc(S(=O)(=O)N4CCC(C(=O)NC5CCCC5)CC4)cc13)CCCCC2,4,2,11,-1,-1,0.8,4,101,0
CCCNC(=O)NC1CCCCCCC1,-9,3,-7,1,-15,-0.7,11,130,3
C/C(N)=C(/C#N)C(=O)CN1C(=O)NC(Cc2c[nH]c3ccccc23)C1=O (configuration not stated),-9,-1,-11,1,1,2.3,-31,92,-2
COC(=O)c1cc(C(=O)OC)n(Cc2ccc(F)cc2)n1,-6,0,2,-2,-2,-0.7,-7,93,-2
COc1ccc(NC(=O)C(c2ccc(C)cc2)N(C)C(=O)c2cnccn2)cc1 (configuration not stated),-5,-7,-11,0,5,6.0,nt,111,-3
Cc1ccnn1CCC(=O)N1CCCC(Nc2ccc(F)c(F)c2)C1 (configuration not stated),-6,1,-2,-4,-20,-0.5,8,95,5
Cc1cc(C)c(NC(=O)COC(=O)c2ccc([N+](=O)[O-])s2)c(C)c1,11,-10,-19,-3,0,0.0,-12,79,7
# Remaining list, next part:
SMILES,core dimer inh,PP1 inh,EBNA-1 inh,TPT1 inh,ZTA DNA inh,PP5 inh,JMJD2C inh,CR mimetic SO,Fh CTSL1 inh
C=CCSc1nnc(-c2cccnc2)o1,2,2,3,-4,-7,2.6,-369,92,0
CC1C/C(=N\NC(=S)NCc2ccccc2)CC(C)(C)C1 (configuration not stated),-2,-1,6,0,-13,7.9,4,95,-1
CC1Cc2ccccc2N1C(=O)COC(=O)C1(c2ccccc2F)CCCC1 (configuration not stated),11,0,-6,-4,13,2.6,3,105,-1
Cc1ccc(-n2ncc(C(=O)O)c2C2CCN(C(=O)OC(C)(C)C)CC2)cc1,6,0,9,-2,-11,1.8,-3,91,-2
CCOC(=O)N1CCC(n2c(SCC(=O)Nc3ccccc3OC)nc3ccccc3c2=O)CC1,9,-3,-13,3,-4,6.7,-6,108,1
Cc1cc(=O)oc2cc(OCC(=O)NCCc3nc4ccccc4[nH]3)ccc12,-1,-2,6,3,11,0.8,-5,i,-2
Cc1ccc(C(=O)NNC(=O)Cc2ccccc2)cc1,-5,-4,-3,-1,-22,3.3,-6,90,-5
CCCC(C)NC(=O)CSc1nnc2ccccn12 (configuration not stated),-1,-4,4,4,4,-1.6,0,94,1
Cc1ccc(O)c(NC(=S)NC(=O)Cc2ccc(Cl)cc2)c1,-6,0,-5,4,5,4.6,-8,109,0
COc1ccc(C(=O)NNC(=O)CSc2nc3c([nH]2)c(=O)n(C)c(=O)n3C)cc1,-7,-1,10,-3,-16,-4.3,-1,95,0
Cc1cccc(NC(=O)CSCc2cc(=O)n3nc(C4CC4)sc3n2)c1,8,1,3,2,8,0.3,-7,88,-1
O=C(/C=N/O)NCCN1CCCCC1,3,3,-2,0,0,0.5,-16,99,0
CCCN1Cc2cccc(C(=O)NCc3ccccc3OC)c2C1=O,2,1,11,-8,-8,4.6,-17,101,3
COc1ccc(C(=O)N(C)CC(O)c2ccccc2)cc1OC1CCN(C(C)=O)CC1 (configuration not stated),-1,-6,-6,0,-9,-3.8,1,103,4
CCC(C)NC(=O)Nc1ccc(Br)cc1Cl (configuration not stated),7,-5,-4,0,3,-0.3,1,98,0
CCN1CCN(C(=O)c2cc(COc3c(C)cccc3C)on2)CC1,3,-2,-10,1,2,1.2,-3,112,0
CCCOc1ccc(OCCSc2nnc(N)s2)cc1,-4,-1,3,0,-8,1.2,14,94,3
Cc1c(-c2ccc(F)cc2)[n+](=O)c2c(n1[O-])CCCCC2,-13,-1,-9,1,-19,5.3,-3,103,1
CC(C)c1ccccc1NC(=O)C1C2C=CC(C2)C1C(=O)O (configuration not stated),-6,-2,-7,-3,-5,4.2,2,105,-5
CCc1ccc(CN(C)Cc2nc(COc3ccccc3)no2)nc1,-2,-4,-11,2,-3,-1.2,2,103,2
Cc1ccccc1-c1nc(CS(=O)(=O)CC(=O)Nc2cc(F)ccc2F)c(C)o1,-4,2,1,-1,-7,2.3,3,86,3
O=C(CCN1C(=O)C2C3C=CC(C4CC34)C2C1=O)Oc1cccc2cccnc12 (configuration not stated),-12,-1,-3,-2,-14,2.4,0,110,-3
CCOC(=O)C1(CCOc2ccccc2)CCN(Cc2ccc(OC)c(COC)c2)CC1,-11,3,-4,0,3,0.9,3,98,-3
CCc1ccccc1NC(=O)CSc1nnc(CCNC(=O)OC(C)(C)C)o1,-3,-3,6,3,0,-1.9,2,95,-11
O=C(CCNC(=O)C1CCN(S(=O)(=O)c2ccc(F)cc2)CC1)NCc1ccc(Cl)cc1,5,1,-5,-2,-6,0.9,-4,95,0

# Retrieved by structure from above (4):
SMILES,core dimer inh,PP1 inh,EBNA-1 inh,TPT1 inh,ZTA DNA inh,PP5 inh,JMJD2C inh,CR mimetic SO,Fh CTSL1 inh
CCc1ccc(CN(C)Cc2nc(COc3ccccc3)no2)nc1,-2,-4,-11,2,-3,-1.2,2,103,2
COc1ccc(C(=O)NNC(=O)CSc2nc3c([nH]2)c(=O)n(C)c(=O)n3C)cc1,-7,-1,10,-3,-16,-4.3,-1,95,0
C=CCSc1nnc(-c2cccnc2)o1,2,2,3,-4,-7,2.6,-369,92,0
CC(C)c1ccccc1NC(=O)C1C2C=CC(C2)C1C(=O)O (configuration not stated),-6,-2,-7,-3,-5,4.2,2,105,-5

# The main list resumes with the two entries that preceded the break.
SMILES,core dimer inh,PP1 inh,EBNA-1 inh,TPT1 inh,ZTA DNA inh,PP5 inh,JMJD2C inh,CR mimetic SO,Fh CTSL1 inh
CCc1ccccc1NC(=O)CSc1nnc(CCNC(=O)OC(C)(C)C)o1,-3,-3,6,3,0,-1.9,2,95,-11
O=C(CCNC(=O)C1CCN(S(=O)(=O)c2ccc(F)cc2)CC1)NCc1ccc(Cl)cc1,5,1,-5,-2,-6,0.9,-4,95,0
O=C(CCS(=O)(=O)Cc1ccccc1)N1CCN(Cc2ccccc2)CC1,0,-11,-9,2,-7,4.2,-21,119,-14
Cn1ncc(N=Cc2c(O)ccc3ccccc23)c1C(=O)N1CCOCC1,-9,1,2,7,-3,0.6,-2,92,-1
N#Cc1ccc(S(=O)(=O)N2CCc3[nH]c4ccc(F)cc4c3C2)cc1,-1,0,7,-3,10,3.0,1,98,6
O=C(O)c1nn(Cc2nc3ccccc3o2)c(=O)c2ccccc12,10,-3,6,-2,8,-1.9,6,101,-1
CCC(C(=O)OCC(=O)Nc1ccc(OC)cc1OC)c1ccccc1 (configuration not stated),-2,-3,-7,1,6,-0.5,11,138,-5
COc1cccc2[nH]c3c(N4CCc5ccccc5C4)ncnc3c12,-1,-2,2,2,15,0.5,6,88,2
Cc1ccc(CNC(=O)c2nnc(CS(=O)(=O)c3ccccc3)o2)cc1,-2,-3,-7,1,5,2.4,3,112,-3
COc1cc(OC)c(C(=O)Nc2cccc3ccccc23)cc1OC,-7,2,-18,4,10,3.1,3,99,-1
Cn1cc(/C=C(\NC(=O)c2ccccc2Cl)C(=O)N2CCOCC2)c2ccccc21,-8,-1,-17,3,1,1.6,1,92,1
O=C(Nc1nnc(-c2ccc(Br)cc2)o1)c1cccc(N2C(=O)CCC2=O)c1,-5,0,-13,1,3,4.1,-21,105,6
COc1ccccc1NC(=O)c1cc2ccccc2o1,-1,1,-15,-2,9,3.0,-15,81,3
CCCN1CCC(N2CCCC(C(=O)O)C2)CC1 (configuration not stated),-3,-2,-7,-5,3,1.0,1,90,0
COc1ccc(CNc2ncnc3cc(OC)c(OC)cc23)cc1,-12,0,7,0,-8,2.9,5,81,-5
COc1ccc(C(CCNCc2ccc(OC)c(OC)c2)c2ccc(F)cc2)cc1 (configuration not stated),-1,2,-3,3,13,-0.2,4,87,0
Cc1cc(N/N=C/c2cccc(F)c2)nc(NCc2ccccc2)n1,1,9,-8,-4,6,1.9,-6,89,0
OCC1(Cc2ccc(F)cc2F)CCCN(Cc2ccc(Cl)cc2)C1 (configuration not stated),-1,2,5,-1,-6,2.3,2,95,0
CCOc1ccc(C(C)=O)cc1COC(=O)c1ccc2c(c1)NC(=O)CS2,nt,9,nt,nt,-2,1.6,nt,98,nt
O=c1c2c(nc3c(-c4cccc5ccccc45)c[nH]n13)CCC2,-6,17*,-11,6,3,-1.6,40,97,7
CCOc1cc(C(N)=O)cc(Br)c1OCc1ccccc1,-5,0,8,0,0,2.9,6,111,6
COc1ccc(CCNC(=O)c2nnn(-c3cc(C)cc(C)c3)c2N)cc1OC,-1,0,-5,-1,-22,2.6,2,97,-2
Cc1nc2ccc(NC(=O)c3cccc(S(=O)(=O)N4CC(C)OC(C)C4)c3)cc2s1 (configuration not stated),8,0,-1,13,12,2.2,0,112,-1
CCOC(=O)N1CCC(Nc2nc3ccccc3n3cnnc23)CC1,-5,-2,-3,-3,-16,1.0,11,94,-5
COc1ccc(CCN(C)C(=O)Cn2c(=O)oc3ccccc32)cc1OC,-2,-1,-3,-1,6,-0.2,-19,104,-3
O=C(Nc1cccc2ccccc12)c1cccc([N+](=O)[O-])c1,-1,1,8,0,4,-0.4,3,113,1
O=C(NCc1ccc(Cl)cc1)c1cc(-c2cccs2)on1,3,21*,8,2,5,-0.3,2,108,3
CCOc1ccc(C(=O)Nc2cccc(SC)c2)cc1,0,2,2,-3,-1,2.0,11,100,-5
CCOc1ccc(NC(=O)CSc2nnc(-c3ccccc3)n2N)cc1,-3,-2,1,-8,12,1.7,46,103,-2
